Compound activity from PubChem BioAssay.
mIAP inh – blocks mouse intestinal alkaline phosphatase; purified mouse IAP, CDP-Star luminescence, 30 min; inhibition, % at 10 µM; actives 0.2% (n = 330,000);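 active = inhibition of at least 40% at 10 µM in the primary screen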;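 also: plate controls were DMSO with enzyme for no effect and no enzyme wells for full effect; values of inactives mirror those of a sister screen read the other way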
MPTP block – blocks calcium-induced mitochondrial swelling. isolated mouse mitochondria, Ca2+ swelling absorbance, 30 min. inhibition, % at 10 µM. actives 1.4% (n = 360,000). AID 602449;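 active = inhibition of 50% or more, scaled per plate between neutral and stimulator controls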;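 also: 0% = DMSO wells given calcium and 100% = 1 mM EGTA wells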
hIAP block – blocks human intestinal alkaline phosphatase; purified IAP, CDP-Star luminescence, 30 min; P09923; inhibition, % at 10 µM; actives 0.12% (n = 330,000); AID 2544;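 active = inhibition reaching a set limit with compound at 10 µM in the primary screen, cut at about 35% in these data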;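 also: plate controls were DMSO wells with enzyme for no effect and no-enzyme buffer wells for full effect; values of inactives mirror those of a sister screen read the other way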
Target sequence (P09923 whole entry, looked up): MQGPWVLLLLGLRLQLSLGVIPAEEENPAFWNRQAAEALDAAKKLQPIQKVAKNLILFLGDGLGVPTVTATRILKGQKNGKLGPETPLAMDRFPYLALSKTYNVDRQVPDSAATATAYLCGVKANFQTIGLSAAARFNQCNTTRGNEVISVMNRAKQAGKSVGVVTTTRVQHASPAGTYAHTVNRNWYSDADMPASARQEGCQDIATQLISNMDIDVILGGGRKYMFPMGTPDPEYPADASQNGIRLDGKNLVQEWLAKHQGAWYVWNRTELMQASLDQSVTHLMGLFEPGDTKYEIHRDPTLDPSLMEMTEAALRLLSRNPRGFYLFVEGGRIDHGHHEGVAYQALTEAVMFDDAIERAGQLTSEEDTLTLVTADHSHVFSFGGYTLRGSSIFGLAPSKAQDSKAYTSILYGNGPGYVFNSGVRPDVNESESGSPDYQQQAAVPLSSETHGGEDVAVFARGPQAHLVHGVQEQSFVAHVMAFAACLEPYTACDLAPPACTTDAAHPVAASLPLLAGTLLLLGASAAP
ATG4B inhibitor – blocks human ATG4B protease cleavage of LC3 substrate; Q9Y4P1; ATG4B cleavage of LC3-PLA2, NBD-HPC fluorescence, 1 h; inhibition, % at 8.33 µM; actives 0.51% (n = 340,000); AID 504462; in the data active = inhibition above about 40%
mIAP activ – mouse IAP activation. muIAP, CDP-Star luminescence, 30 min; active compounds read high; 1 = vehicle-only enzyme signal, 0 = enzyme-free wells. activation factor at 10 µM. actives 0.24% (n = 330,000). AID 2805;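 active = activation factor of at least 2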; also: the source names both 10 and 20 µM as test concentration; values of inactives mirror those of a sister screen read the other way
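Assay system: mouse IAP enzyme; Reagent: CDP-Star chemiluminescent phosphatase substrate; Compound: DMSO-dissolved test compounds; Incubation: 30 min, room temperature; Technique: luminescence from enzymatic CDP-Star hydrolysis; Controls: DMSO-only wells and no-enzyme negative control.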
beta cell repl – inducers of beta-cell replication in MIN6 cells; proliferation, % at 10 µM; actives 0.29% (n = 330,000); MIN6 cells proliferation, ATPlite luminescence, 48 h; cells starved in 0.2% serum; 100% = growth in 10% serum;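 active = compounds whose signal lies at least 3.5 SD above the mean of all wells on their plate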;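 also: 0% = DMSO-treated cells in low-serum medium and 100% = 10% serum control; some compounds called inactive have numbers as strong as hits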
A3A deaminase – human APOBEC3A DNA deaminase inhibition. P31941. recombinant A3A, FAM/TAMRA ssDNA deamination fluorescence. inhibition, % at 20 µM. actives 0.41% (n = 330,000);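 active = at least 40% inhibition at 20 µM here, with at most 30% in a related deaminase screen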;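 also: plate controls were A3A with DMSO for no effect and wells lacking A3A enzyme for full effect; some results filed as inactive read as strong as hits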
hIAP activ – human IAP activation; P09923; purified human IAP, CDP-Star luminescence, 30 min; active compounds read high; 1 = vehicle-only enzyme, 0 = enzyme-free background; activation factor at 10 µM; actives 0.16% (n = 330,000);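 active = activation factor of the enzyme at least 2-fold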; also: the source names both 10 and 20 µM as test concentration; values of inactives mirror those of a sister screen read the other way
APOBEC3G inh – blocks human APOBEC3G single-stranded DNA deamination; actives 0.28% (n = 330,000); recombinant A3G, ssDNA deamination FAM/TAMRA fluorescence; Q9HC16; inhibition, % at 20 µM;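 active = inhibition of at least 40% at 20 µM, with no more than 30% in the related APOBEC3A deaminase screen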;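 also: plate controls were DMSO wells with A3G for no effect and wells lacking A3G enzyme for full effect; some compounds called inactive have numbers as strong as hits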
Target sequence (Q9HC16 whole entry, looked up): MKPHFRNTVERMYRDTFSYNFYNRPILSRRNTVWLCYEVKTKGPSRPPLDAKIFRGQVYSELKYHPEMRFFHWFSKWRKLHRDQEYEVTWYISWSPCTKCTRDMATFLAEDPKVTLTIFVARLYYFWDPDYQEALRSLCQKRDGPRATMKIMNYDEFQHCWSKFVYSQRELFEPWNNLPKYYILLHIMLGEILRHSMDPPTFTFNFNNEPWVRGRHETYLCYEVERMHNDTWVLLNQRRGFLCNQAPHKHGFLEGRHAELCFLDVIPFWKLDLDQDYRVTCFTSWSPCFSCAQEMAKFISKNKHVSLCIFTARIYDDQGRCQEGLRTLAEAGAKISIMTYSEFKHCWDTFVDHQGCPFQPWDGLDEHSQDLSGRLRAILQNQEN
* hit, by the source's call; x = not tested or not shown.

SMILES | mIAP inh | MPTP block | hIAP block | ATG4B inhibitor | mIAP activ | beta cell repl | A3A deaminase | hIAP activ | APOBEC3G inh
CCCC(=O)Nc1nc2nc(-c3ccccc3)cc(-c3ccccc3)n2n1 | -2.5 | -0.4 | -1.7 | -4.6 | 1.02 | 0.4 | -3.2 | 1.02 | -3.9
Cc1cc(NC(=O)CSc2nnc(C)n2C)no1 | 2.5 | -1.0 | -10.1 | -2.1 | 0.975 | -0.8 | -2.0 | 1.1 | -9.8
Cc1ccc(NC(=O)N2CCN(C(=O)c3ccco3)CC2)cc1Cl | 1.8 | -1.1 | -17.3 | 5.0 | 0.982 | 0.5 | 0.0 | 1.17 | -1.9
CC(=O)Nc1ccc(S(=O)(=O)N(CC(=O)O)Cc2ccccc2)cc1 | -8.5 | -4.6 | 4.2 | 11.9 | 1.08 | 0.4 | 2.0 | 0.958 | 1.4
CCOC(=O)N1CCN(CC(=O)Nc2nnc(C(F)(F)F)s2)CC1 | -0.7 | -0.2 | 6.0 | -2.4 | 1.01 | -1.9 | -3.0 | 0.94 | -1.7
CCc1cc(=O)oc2cc(C)cc(OCC(=O)NCCc3c[nH]c4ccccc34)c12 | 13.7 | 0.5 | 17.1 | -37.2 | 0.863 | -0.8 | 18.5 | 0.829 | -4.9
COc1ccc2nc(NC(=O)CCc3ccc(OC)c(OC)c3)sc2c1 | 4.0 | -1.3 | 4.9 | -11.6 | 0.96 | -0.8 | 5.5 | 0.951 | -0.4
CCc1nc(NCC2CCCO2)c2oc3ccccc3c2n1 (stereo not given) | -5.1 | -3.3 | -18.5 | -5.1 | 1.05 | 2.5 | -1.3 | 1.19 | -5.9
Cc1cc(C)c(C#N)c(SCC(O)CS(=O)(=O)Cc2ccccc2)n1 (stereo not given) | 1.2 | 0.3 | -7.6 | -2.0 | 0.988 | -2.0 | -6.1 | 1.08 | 2.5
CCn1c(=O)cc(OCC(=O)NCc2ccco2)c2ccccc21 | 0.8 | 0.7 | -3.1 | -8.0 | 0.992 | -3.0 | 8.4 | 1.03 | -4.4
O=C(/C=C/c1ccccc1)Oc1coc(CSc2ncccn2)cc1=O | 8.8 | 1.5 | 6.7 | 22.4 | 0.912 | 1.3 | 4.3 | 0.933 | 1.7
CC(=O)c1ccc(NC(=O)C(C)OC(=O)c2ccc(Br)o2)cc1 (stereo not given) | -12.0 | -0.2 | -2.6 | 1.0 | 1.12 | -4.2 | -1.0 | 1.03 | 0.4

Complete entries from above. Screens in order: mIAP inh | MPTP block | hIAP block | ATG4B inhibitor | mIAP activ | beta cell repl | A3A deaminase | hIAP activ | APOBEC3G inh
O=C(/C=C/c1ccccc1)Oc1coc(CSc2ncccn2)cc1=O in the list: 8.8 | 1.5 | 6.7 | 22.4 | 0.912 | 1.3 | 4.3 | 0.933 | 1.7
CCOC(=O)N1CCN(CC(=O)Nc2nnc(C(F)(F)F)s2)CC1 in the list: -0.7 | -0.2 | 6.0 | -2.4 | 1.01 | -1.9 | -3.0 | 0.94 | -1.7

(further entries)
SMILES | mIAP inh | MPTP block | hIAP block | ATG4B inhibitor | mIAP activ | beta cell repl | A3A deaminase | hIAP activ | APOBEC3G inh
CNC(=O)CSc1nnc(-c2cc(C)cc(C)c2)o1 | -2.2 | 1.0 | -7.8 | -11.4 | 1.02 | -2.8 | -2.8 | 1.08 | -9.3
COc1ccccc1C(=O)NCCCNC(=O)c1ccccn1 | 6.8 | 0.6 | 12.1 | -12.4 | 0.932 | 0.0 | -1.3 | 0.879 | -6.3
CCCCC/C=C\C[C@H](O)/C=C/c1cccc(C[C@H](O)CCCCO)n1 | 5.3 | -2.8 | -2.5 | -10.6 | 0.947 | -6.7 | -2.3 | 1.02 | -8.8
O=C(Nc1ccc(S(=O)(=O)Nc2nccs2)cc1)c1cccc(N2C(=O)c3ccccc3C2=O)c1 | -1.2 | 1.2 | -4.0 | 13.3 | 1.01 | -2.1 | -3.4 | 1.04 | -4.5
COc1ccc(OC)c(C(c2nnnn2Cc2ccccc2)N2CCN(C3CCCCC3)CC2)c1 (stereo not given) | 7.7 | 2.2 | 6.8 | 2.9 | 0.923 | -1.9 | 3.5 | 0.932 | 0.0
Cn1nc([N+](=O)[O-])nc1Oc1ccccc1N | 2.4 | 1.3 | 7.8 | -4.8 | 0.976 | -0.8 | 0.8 | 0.922 | -2.2
O=C(NCc1ccccc1)C1=C[C@H](c2ccc3c(c2)OCO3)C[C@H](OCc2ccc(CO)cc2)O1 | 23.2 | -1.6 | 21.8 | -0.3 | 0.768 | -4.3 | 5.3 | 0.782 | -5.6
c1ccc(-c2ccccc2OCCOCCN2CCNCC2)cc1 | 0.4 | 1.5 | 26.6 | 1.7 | 0.996 | -0.8 | -1.9 | 0.734 | -5.7
CC(C)(C)c1nnc2cccc(Cl)n12 | 2.4 | -0.4 | 1.6 | 3.9 | 0.976 | 2.8 | -1.0 | 0.984 | -6.8
COc1ccccc1/C=C/C=N/NC(=O)c1cccs1 | -7.1 | -0.1 | 11.1 | 1.1 | 1.07 | -3.2 | -3.6 | 0.889 | -8.7
CS(=O)(=O)Oc1ccccc1/C=C1/N=C(c2ccc(F)cc2)OC1=O | -2.5 | -0.5 | -0.2 | -6.0 | 1.02 | -1.8 | -2.9 | 1 | -14.7
COc1ccc(NC(=O)CSc2nc3c(c(-c4cccs4)c2C#N)CN(C)CC3)cc1OC | 28.2 | -0.1 | 8.4 | 9.8 | 0.718 | -0.8 | -4.1 | 0.916 | -0.1
O=C(NC1CCCCC1)C1CC(=O)N(CCc2ccc(F)cc2)C1 (stereo not given) | 1.6 | -0.4 | 21.5 | 6.3 | 0.984 | -2.8 | -1.5 | 0.785 | -15.3
O=C(c1ccco1)N1CCN(c2cc(N3CCOCC3)c(F)cc2[N+](=O)[O-])CC1 | 4.3 | -2.1 | 15.7 | -3.2 | 0.957 | -2.8 | 0.2 | 0.843 | -2.7
CCn1c(SCc2c(Cl)cccc2Cl)nc2nc3c(cc2c1=O)CCCC3 | 2.2 | -0.5 | 13.2 | 0.1 | 0.978 | -7.4 | 0.0 | 0.868 | -7.8
c1ccc2c(-c3nc4ncccc4o3)cccc2c1 | -2.7 | 2.0 | 2.5 | -14.9 | 1.03 | 0.7 | -0.6 | 0.975 | 0.9
CCN(C(=O)COC(=O)c1cnccn1)c1cccc2ccccc12 | 5.1 | 0.0 | -13.6 | -3.6 | 0.949 | -2.4 | 0.7 | 1.14 | -0.5
Cc1ccccc1OCc1nnc(SCC(=O)O)n1-c1ccccc1 | 4.5 | 0.0 | 3.8 | 5.7 | 0.955 | 2.1 | 0.2 | 0.962 | -1.6
Cc1ccc(NC(=O)Nc2cc(-c3ccccc3)nn2C)cc1Cl | -47.7 | 83.1* | -0.6 | -12.0 | 1.48 | -1.5 | 2.0 | 1.01 | 2.1
COc1ccc2nc3ccccc3nc2c1NC(=O)c1ccc(Cl)cc1 | -5.7 | -0.6 | 2.3 | 1.9 | 1.06 | -2.6 | -5.2 | 0.977 | -6.9
N#Cc1cc2c(N)c(C(=O)Nc3ccccc3)sc2nc1N | 13.3 | x | 10.6 | x | 0.867 | -2.2 | -2.7 | 0.894 | 16.1
COc1ccc(C)cc1NC(=O)CNC(C)C(=O)Nc1cc(Cl)ccc1Cl (stereo not given) | -9.6 | 4.0 | -41.0 | -3.1 | 1.1 | -2.0 | 0.2 | 1.41 | -2.4
COCCn1c(SCC(=O)NC2CC2)nnc1-c1ccc(Cl)cc1 | -9.5 | 1.0 | -6.2 | -1.7 | 1.09 | 1.0 | -1.7 | 1.06 | -12.0
Cc1cc(C(=O)CSc2n[nH]c(N)n2)c(C)n1-c1cc(F)ccc1F | 3.5 | 58.9* | -39.2 | -15.5 | 0.965 | -1.7 | -3.0 | 1.39 | -5.0
CCOC(=O)C1=C(Nc2ccc(Br)cc2)CC(C)(O)C(C(=O)OCC)C1c1ccccc1 (stereo not given) | -1.3 | 20.3 | 0.1 | -1.0 | 1.01 | -0.8 | 2.1 | 0.999 | 0.7
CCOc1nc(NCc2ccco2)nc(Nc2ccccc2F)n1 | 1.6 | -0.4 | -8.8 | 1.0 | 0.984 | -0.3 | 25.8 | 1.09 | -2.0
CN(C)c1ccc(N=Nc2ccc(C(=O)O)cc2)cc1 | 14.3 | 2.7 | 8.6 | 5.7 | 0.857 | -4.2 | 64.3* | 0.914 | 24.7
O=C(O/N=C\c1ccc(N2CCOCC2)c([N+](=O)[O-])c1)c1ccc(F)cc1 | 0.3 | -5.7 | 3.3 | -12.8 | 0.997 | 1.1 | -1.1 | 0.967 | -0.2
O=C(Nc1cccc(O)c1)c1ccc(C(=O)c2ccccc2)o1 | 8.3 | 2.9 | -1.6 | -15.6 | 0.917 | -3.5 | -3.2 | 1.02 | -8.6
COc1ccc(CN(CCN)C2CC(C)N(C)CC2C)cc1 (stereo not given) | 0.7 | 0.3 | -15.6 | -0.9 | 0.993 | 0.1 | -1.9 | 1.16 | -3.6
Cc1[nH]c2ccccc2c1SCC(=O)N1CCOCC1 | -9.2 | -1.4 | -11.8 | -21.4 | 1.09 | -0.1 | -1.8 | 1.12 | -1.6
O=C(Nc1ccncc1)Nc1ccc(Cl)cc1Cl | -64.4 | 50.7* | -30.7 | 0.9 | 1.64 | -1.5 | -0.4 | 1.31 | -10.2
Cc1ccc(NC(=O)c2ccc(-n3cccn3)c([N+](=O)[O-])c2)cc1C | -0.2 | 8.7 | 0.0 | -8.4 | 1 | -2.3 | -1.5 | 1 | -5.8
NC(=O)NN=C1C2CCCC1C(c1ccccc1)NC2c1ccccc1 (stereo not given) | -14.7 | -2.9 | -21.5 | 20.6 | 1.15 | -0.1 | 1.9 | 1.22 | -1.4
C1CC(CN2CCOCC2)CN(Cc2nc(CC3CC3)no2)C1 (stereo not given) | -2.9 | 0.5 | -21.5 | -10.7 | 1.03 | -2.8 | -0.8 | 1.22 | -3.7
O=C(Nc1ncccc1O)c1ccc(C(=O)c2ccccc2)cc1 | 2.4 | -2.4 | -12.2 | 5.8 | 0.976 | -5.5 | -2.2 | 1.12 | -1.6
O=C(Nc1cnccn1)Nc1cccc(Cl)c1Cl | -2.7 | 2.8 | -7.7 | -0.5 | 1.03 | -4.8 | -3.2 | 1.08 | -4.5
CCOc1cc(N2CCOCC2)c(OCC)cc1NC(=O)CC12CC3CC(CC(C3)C1)C2 | 4.7 | -0.1 | 9.6 | -9.0 | 0.953 | -1.4 | -0.3 | 0.904 | -1.4
CCOc1ccc(NC(=O)c2sc3nc(C)nc(N4CCOCC4)c3c2C)cc1 | -2.6 | -0.9 | 7.1 | -8.0 | 1.03 | -1.4 | 0.0 | 0.929 | -1.6
COc1cc(C#Cc2c(-c3cncn3C)n(C)c3ccc(-c4ccc5[nH]ccc5c4)cc23)cc(OC)c1 | -12.1 | 0.2 | -7.9 | 10.8 | 1.12 | -6.4 | -0.8 | 1.08 | -3.0
Cc1cnc(NC(=O)CSc2nnc(-c3ccccc3)n2Cc2ccccc2)s1 | 1.7 | 0.3 | -13.0 | 23.6 | 0.983 | 1.7 | -2.4 | 1.13 | -1.3
O=S(=O)(NCc1nnc2ccccn12)c1ccc(F)cc1 | 4.4 | 0.2 | 14.3 | 3.6 | 0.956 | -0.8 | -4.0 | 0.857 | -7.4
Cc1ccc(S(=O)(=O)NCc2ccc(N3CCN(C(=O)OC(C)(C)C)CC3)cc2)cc1 | -9.4 | 11.3 | 4.1 | 1.0 | 1.09 | -6.8 | 3.4 | 0.959 | 4.5
S=C(NCc1ccco1)Nc1ccc(Cl)cc1 | -31.2 | 0.7 | 0.8 | -2.5 | 1.31 | -2.4 | 2.5 | 0.992 | 1.9
